# Assay outcomes as filed in PubChem.
# EWS-Fli inh: EWS/Fli transcriptional activity inhibition. A673 NR0B1-luciferase reporter, viability-normalised. inhibition, % at 12.6 µM. hit rate 0.67% among 350,000. AID 651661;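 active means mean inhibition of at least 50% after viability correction, with every replicate also passing that limit; inconclusive means mean reaches 50% but only one of two replicates passes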;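 further: firefly luciferase signal divided by Alamar Blue viability fluorescence both relative to DMSO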
# CFTR F508del cor: correctors of CFTR F508del function in bronchial epithelial cells | CFBE cells, YFP halide quenching; stimulated with forskolin plus potentiator P3; % fluorescence drop versus neutral controls | activity (quench increase), % at 7.58 µM | hit rate 0.36% among 350,000 | AID 720511;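 active means mean added fluorescence quench of at least 8% versus neutral control, with both replicates also reaching 8%; inconclusive means only one of the mean or replicate conditions met; inactive means mean below 8% and not both replicates reaching 8%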;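 further: cells transiently co-express mutant CFTR-F508del with the halide-sensitive YFP; corrector assay measuring rescue of mutant channel to the surface after 24 h compound exposure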
# miR-122 sensor: blocks miR-122 activity in Huh7 sensor cells | Huh7 miR-122 Renilla luciferase sensor, 48 h; neutral wells = 0, positive control = 100 | hit rate 0.3% among 340,000 | activation (reporter increase), % at 12.5 µM;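 active means mean replicate activation score at least 90 and every replicate individually at or above 90; inconclusive means only one of the two criteria met; inactive means neither criterion met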;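 further: higher luciferase means less miR-122 activity so hits act as miR-122 inhibitors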
# FN deposition inh: fibronectin deposition inhibition | AH1F fibroblasts, Alexa488-fibronectin deposition fluorescence, overnight | hit rate 0.086% among 350,000 | inhibition, % at 12.6 µM;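 active means mean inhibition across replicates of 30% or more, regardless of how many single replicates reach that level; inconclusive means mean under 30% yet at least half of replicates reach 30%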;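 further: positive control wells lacked labelled fibronectin entirely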
#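 Material: AH1F fibroblasts assembling fluorescent fibronectin matrix; amount: 10000 AH1F cells/well; medium: DMEM, 2% serum; reagent: Alexa488-fibronectin, 24 nM final in well; dosing: single compound dose, delivered by pin transfer; incubation: 1 h adhesion, overnight exposure; detection: fluorescence after three HBSS washes, excitation 485 nm, emission 525 nm; measure: fibronectin deposition inhibition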
# PAX8 inh HTS: lowers PAX8-driven luciferase in RMG-I cells; RMG-I TPO-luciferase reporter, SteadyGlo, 24 h; inhibition, % at 12.6 µM; hit rate 1.2% among 360,000; AID 652154;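 active means mean replicate inhibition at least 60% with every replicate also reaching 60%; inconclusive means only one of the two criteria is met; inactive means mean below 60% and not all replicates reaching 60%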;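 further: luciferase light reporting Pax8 driven TPO promoter activity; plate controls were median of neutral control wells for no effect and mitoxantrone controls for full effect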
# GSIS activator: primary screen for activators of insulin secretion dependent on glucose, INS-1E cells, GLuc reporter luminescence; AID 743287; INS-1E GLuc reporter insulin secretion, 2-3 h; activation, % at 16.6 µM; hit rate 0.61% among 370,000;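 active means lowest replicate activation of at least 40%, so every replicate reaches that level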;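 further: 0% = median of neutral control wells and 100% = median of IBMX positive control wells; some compounds called inactive have numbers as strong as hits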
# DENV2 CPE rescue: protects cells from dengue virus 2 cytopathic effect | hit rate 1.7% among 350,000 | CPE inhibition, % at 9.99 µM | AID 651640 | DENV2-infected cells, cytopathic effect rescue, plate reader; in the data active means CPE inhibition above about 20%, passing the limit was not always enough; inconclusive means no clear call, values can overlap the other calls; tested in BHK-21 cells;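 further: 0% = median of neutral control wells and 100% = median of positive control wells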
# Numbers without * were called inactive; ? = inconclusive; nt = not tested or not shown; & = joins results of further samples; [ ] = dose if it differs, or a comment.
SMILES,EWS-Fli inh,CFTR F508del cor,miR-122 sensor,FN deposition inh,PAX8 inh HTS,GSIS activator,DENV2 CPE rescue
Cc1ccc(NS(=O)(=O)c2ccc(-n3cccn3)cc2)c(C)c1,-4,2.6,6,2,1,-2,-1
O=C(NCc1ccc2[nH]c3c(c2c1)CCCC3)c1ccc(S(=O)(=O)N2CCOCC2)cc1,0,1.8,0,-9,-8,nt,6
O=C(c1cc(COc2c(F)cccc2F)on1)N1CCC(c2ccccc2F)C1 (stereo not given),-79,0.0,-2,9,-75,-1,-2
COc1ccc(S(=O)(=O)Nc2ccc3c(c2)C(=O)N([C@@H](C)CO)C[C@H](C)[C@H](CN(C)S(=O)(=O)c2ccc(C)cc2)OCCCC[C@@H](C)O3)cc1,0,3.2,-2[16.7 µM],1,50,18,-2
Cc1ccc(C)c(OCCCC(=O)Nc2nccs2)c1,nt,nt,10,4,8,nt,nt
C[C@@H]1CN([C@H](C)CO)C(=O)c2cc(NC(=O)Nc3ccc(C(F)(F)F)cc3)ccc2O[C@@H](C)CCCCO[C@H]1CN(C)Cc1ccc2c(c1)OCO2,77*,0.5,-21[16.7 µM],-4,108*,20,-33
CC(=O)c1sc(NC(=O)C2CCCN2S(=O)(=O)c2ccccc2F)nc1C (stereo not given),-11,0.5,-4,-6,-4,0,3
Cc1ccc(CNC(=O)C2CCCC2)cc1,-14,nt,-2,-4,9,-1,2
O=C(Nc1ccccc1)c1ccc(Nc2c([N+](=O)[O-])cc([N+](=O)[O-])c3ccccc23)cc1,nt,nt,nt,-1,18,-24,nt
CCCCn1c(N2CCCC2)nc2c1c(=O)[nH]c(=O)n2C,-14,1.9,-9,0,11,84*,-3
C=C(C)COc1ccc2c3c(c(=O)oc2c1OCC(=C)C)CCC3,11,1.0,nt,nt,nt,9,nt
Brc1ccc2ncc(Br)cc2c1,nt,nt,-3,nt,-6,3,nt
CCOC(OCC)P(=O)(c1ccccc1)c1ccccc1,nt,nt,1,-1,23,nt,nt
Cc1nc2ccc(NC(=O)c3cccnc3)cc2s1,-7,1.7,nt,nt,-15,5,-7
S=C(NCCc1c[nH]c2ccccc12)NC1CCCCC1,-14,0.0,nt,nt,-3,7,1
C[C@@H]1COC(=O)[C@H](CC(=O)OC(C)(C)C)C/C=C\C[C@@H](CC(=O)N[C@H](CO)Cc2ccccc2)C(=O)N1,0,-1.9,nt,-4,-14,8,1
CCC(C)c1ccccc1OCCn1ccnc1 (stereo not given),nt,nt,nt,8,2,48*,nt
CC(C)CC(=O)Nc1cccc(-c2nc3ccccc3[nH]2)c1,-31,1.1,158*,12,21,-26,-4
O=C(C[C@H]1C=C[C@H](NC(=O)CN2CCOCC2)[C@@H](CO)O1)NC1CCC1,2,-1.9,nt,-6,1,23,-5
CC(C)(C)c1csc(NC(=O)Cc2cccs2)n1,-24,9.7*,nt,nt,-39,-10,-2
CO[C@H]1CN(C)C(=O)c2cc(NC(=O)c3cc(C)on3)ccc2OC[C@@H](C)N(C(=O)C2CC2)C[C@H]1C,10&0,0.0&1.5,6[16.7 µM],5&2,-12,0&-1,4&-7
Cc1ccc(NC(=O)C2CCC(=O)N2C(=O)OCc2ccccc2)cc1 (stereo not given),-1,-0.1,-2,4,12,1,-4
COc1ccccc1N1CCN(C(=O)c2cc(N3C(=O)C4C5CCC(C5)C4C3=O)ccc2Cl)CC1 (stereo not given),2,0.5,nt,2,15,-17,nt
Cc1cc(Cl)ccc1NC(=O)/N=C1/NC(=O)CS1,-1,1.0,nt,-9,-6,-3,15
COc1ccc(C(=O)NCCS(=O)(=O)NCc2ccccc2OC)cc1,-2,-1.5,nt,0,18,-5,0
O=C(Cc1ccccc1)NC1c2ccccc2-c2ccccc21,-4,-2.8,nt,0,-11,-4,-3
CC(C)CCN1CCN(Cc2cccn2-c2nccs2)CC1CCO (stereo not given),8,1.8,nt,nt,20,4,nt
CCOc1ccc(CCNC(=O)Cn2c(-c3nonc3N)nc3ccccc32)cc1OCC,nt,nt,3,-30,6,nt,nt
O=C(NCCCCc1ccccc1)c1cccc(NC(=O)C2CCCCC2)c1,0,-1.8,-2,-4,2,-19,10
CC(=O)NCc1ccc(-c2csc(-c3cccs3)n2)cc1,-79,-1.4,11,-1,-153,10,-4
COc1ccc(NC(=O)CN(C)C(=O)c2sc3ccccc3c2Cl)cc1,1,-1.7,6,-8,-8,-14,-1
O=C(COn1nnc2ccc(S(=O)(=O)N3CCOCC3)cc21)NCc1cccc(Cl)c1,12,-2.2,0,-14,15,-6,?
Cc1noc(C)c1S(=O)(=O)N(C)C[C@H]1OCCCC[C@H](C)Oc2ccc(NC(=O)Nc3ccc(F)cc3)cc2C(=O)N([C@@H](C)CO)C[C@@H]1C,12,-0.1,-5[16.7 µM],-3,7,5,73*
CCOc1ccc(S(=O)(=O)N2CCNC(=O)C2)cc1,1,-1.2,8,3,-5,12,-6
COc1cc(-c2cc(-c3nnco3)c3ccccc3n2)cc(OC)c1OC,-5,0.7,nt,nt,-2,-2,-3
NC(=O)COc1ccc2oc(=O)cc(-c3cc4ccccc4o3)c2c1,nt,0.7,-1,-2,0,3,1
CCC(OC(=O)c1cccs1)C(=O)NCc1ccc(C)cc1 (stereo not given),-1,0.1,nt,3,12,10,1
CNC(=S)NCc1ccc2[nH]c3c(c2c1)CCCC3,-14,-2.4,nt,2,17,-4,-6
CC1Cc2cc(-c3csc(NC(=O)Cc4ccccc4)n3)ccc2N1S(C)(=O)=O (stereo not given),-28,-0.2,-5,nt,nt,8,0
O=S(=O)(c1ccccc1)N1CCC(n2nnc3cc(F)ccc32)CC1,5,-1.2,13,nt,nt,-2,3
O=C(Cn1cnc2c(nnn2Cc2ccccc2)c1=O)c1ccccc1,-3,4.0,nt,4,-4,-1,8
Cc1ccccc1S(=O)(=O)N1CCCCN2[C@H](CO)[C@@H](c3ccc(-c4cccc(F)c4)cc3)[C@H]2C1,8,-3.3,5[16.7 µM],nt,6,-4,-22
COc1ccc(S(=O)(=O)Oc2ccccc2C(=S)N2CCOCC2)cc1,-4,0.5,3,1,nt,16,3
CN1CCN(C(=O)C[C@@H]2C=C[C@@H](NC(=O)Cc3ccccn3)[C@H](CO)O2)CC1,2,-0.8,-10[16.7 µM],12,-4,11,-1
COc1cc(=O)oc(-c2ccccc2)c1C(C)=O,5,-3.4,nt,-2,4,2,-3
COc1ccc(C(CC(=O)N2CCN(c3ccccc3)CC2)c2c(O)cc(OC)cc2OC)cc1 (stereo not given),-4,1.9,-5,6,8,-27,-4
COCC(=O)Nc1ccc2c(c1)OC[C@H](C)N(CCc1ccccc1)C[C@@H](C)[C@H](OC)CN(C)C2=O,3,1.1,5[16.7 µM],8,-10,-35,-2
Cc1cnc(NCCc2ccccc2)s1,-32,-0.1,-4,6,-87,0,16
Cc1ccc(S(=O)(=O)c2nnn3c2nc(N2CCOCC2)c2ccccc23)cc1C,-34,3.3,nt,5,0,1,25*
CC(C)CN(C(=O)COC(=O)c1cc2ccccc2cc1O)c1c(N)n(Cc2ccccc2)c(=O)[nH]c1=O,13,1.4,-3,-6,30,-16,-7
O=C(Nc1ccn([C@H]2CC[C@@H](CO)O2)c(=O)n1)c1ccccc1,0,-0.5,nt,6,-16,nt,1
CCOC(=O)c1c(C)[nH]c(C(=O)COC(=O)CCSc2ccccc2)c1C,-7,nt,0,nt,-63,5,nt
COc1ccc(S(=O)(=O)Nc2ccc3c(c2)C(=O)N([C@@H](C)CO)C[C@@H](C)[C@H](CN(C)C(=O)CCC(F)(F)F)OCCCC[C@H](C)O3)cc1,-19,-0.3,-1[16.7 µM],nt,7,-15,?
COc1ccc(S(=O)(=O)N[C@@H]2CC[C@@H](CCNC(=O)CN3CCOCC3)O[C@@H]2CO)cc1,-1,-2.3,nt,3,-9,-11,-2
CCOC(CNC(=O)C(=O)Nc1cc2c3c(c1)CCN3C(=O)CC2)OCC,-3,0.5,-3,0,-2,-17,4
CC(C)N1C(=O)CCC1C(=O)NC1CCCC1 (stereo not given),nt,nt,-1,3,nt,-7,nt
CC(C)(O)[C@@H]1Cc2c(ccc3ccc(=O)oc23)O1,-7,-0.5,-2,-1,-15,12,nt
C[C@@H]1CN([C@H](C)CO)C(=O)Cc2cc(NC(=O)c3ccncc3)ccc2O[C@@H]1CN(C)C(=O)Nc1ccc2c(c1)OCO2,-32,-5.0,3[16.7 µM],nt,nt,14,6
COc1ccccc1/C=C\C=N\n1c(-c2ccc(Cl)cc2)n[nH]c1=S,-10,nt,nt,-3,2,-10,-4
Cc1c(CN2CCC(CO)(CC3CCCCO3)CC2)cnn1C (stereo not given),5,3.5,-6,0,15,-10,2

# Continued.
SMILES,EWS-Fli inh,CFTR F508del cor,miR-122 sensor,FN deposition inh,PAX8 inh HTS,GSIS activator,DENV2 CPE rescue
Cc1ccc(S(=O)(=O)N2CCC[C@H]2C(=O)Nc2ccccc2Cl)cc1,3,0.1,-7,0,3,-2,-11
COc1cccc(/C=C2\SC(=S)N(CCCC(=O)N3CCCCC3CCO)C2=O)c1 (stereo not given),?,2.0,1,-6,67*,-28,-2
CO[C@@H]1CC[C@H]2CCOc3c(C#N)cccc3C(=O)N(C)CCCC(=O)N(C)C[C@@H]1O2,-6,1.7,nt,5,2,4,-1
Cc1ccc(C(C(=O)NC2CCCC2)N(C(=O)Cc2cccs2)c2ccc3c(c2)OCCO3)cc1 (stereo not given),-2,3.8,6,nt,nt,7,-3
O=C(OCc1ccc([N+](=O)[O-])cc1)C1CC(=O)N(Cc2ccccc2Cl)C1 (stereo not given),nt,-0.5,-1,nt,-15,-3,-5
CCN(CC)S(=O)(=O)c1ccc(NC(=O)c2cnc(C)cn2)cc1,6,-0.3,-4,3,-16,11,-3
COC(=O)COC(=O)c1ccccc1NC(=O)c1ccccc1,6,1.7,nt,-10,-2,-5,nt
COCCNC(=O)C1(C)CCN(C(=O)c2ccc(C(F)(F)F)nc2C)C1 (stereo not given),0,-0.9,-5,7,-13,nt,?
Cc1ccc(CSc2nnc(-c3ccc(NS(=O)(=O)c4ccccc4)cc3)o2)cc1,nt,nt,nt,-4,21,-36,nt
CC1(C(=O)Nc2cnc3ccccc3c2)CCN1C(=O)c1ccccc1CCc1ccccc1 (stereo not given),10,2.1,2,-5,16,-18,3
COc1ccccc1-c1ccc([C@@H]2[C@H]3CN(C(=O)CN4CCOCC4)CCCCN3[C@H]2CO)cc1,5,0.3,18[16.7 µM],nt,-5,8,0
CC1CN(S(=O)(=O)c2ccc(NC(=O)CCCN3C(=O)c4ccccc4C3=O)cc2)CC(C)O1 (stereo not given),10,-0.1,5,nt,nt,-30,-7
COc1cccc(-c2cnc3c(NC(C)=O)cc(-c4cccc(NS(C)(=O)=O)c4)cn23)c1,6,3.1,4,6,4,18,-3
Cc1ccc2cccc(Oc3ncnc4sc(C)c(C)c34)c2n1,13,0.2,13,10,26,-2,3
Cc1cc(C)cc(Cn2c3ccc(NC(=S)NC4CCCCC4)cc3c(=O)n2C)c1,-4,2.6,3,-2,9,-4,1

# Three entries picked at random from the list so far, as already listed:
SMILES,EWS-Fli inh,CFTR F508del cor,miR-122 sensor,FN deposition inh,PAX8 inh HTS,GSIS activator,DENV2 CPE rescue
Cc1cc(C)cc(Cn2c3ccc(NC(=S)NC4CCCCC4)cc3c(=O)n2C)c1,-4,2.6,3,-2,9,-4,1
Cc1ccc2cccc(Oc3ncnc4sc(C)c(C)c34)c2n1,13,0.2,13,10,26,-2,3
Cc1ccc(C(C(=O)NC2CCCC2)N(C(=O)Cc2cccs2)c2ccc3c(c2)OCCO3)cc1 (stereo not given),-2,3.8,6,nt,nt,7,-3
